Compound activity: PubChem, several laboratories
DNMT1 block: human DNMT1 methyltransferase inhibitors, primary screen, biochemical, molecular beacon, fluorescence, HinP1I cleavage, uHTS | DNA (cytosine-5)-methyltransferase 1 (Homo sapiens), P26358 | actives 0.83% (n = 360,000) | inhibition (reported as % activation of signal), % at 10 µM; in the data active means inhibition above about 50%
NadD block: inhibitors of S. aureus NadD, primary screen, biochemical, colorimetric, uHTS; Nicotinate-nucleotide adenylyltransferase NadD (Staphylococcus aureus N315); purified NadD enzyme, colorimetric absorbance read-out; inhibition, % at 20 µM; actives 0.78% (n = 360,000); in the data active means inhibition above about 26%; further: some compounds past the cut are filed as inactive
Neddylation inh: inhibitors of cullin neddylation, primary screen, biochemical, TR-FRET, uHTS, NAE and Ubc12. calls only at 25 µM. actives 0.58% (n = 360,000). AID 651699, 2012; in the data active means inhibition above about 36%
Target sequence (P61081 whole entry, looked up): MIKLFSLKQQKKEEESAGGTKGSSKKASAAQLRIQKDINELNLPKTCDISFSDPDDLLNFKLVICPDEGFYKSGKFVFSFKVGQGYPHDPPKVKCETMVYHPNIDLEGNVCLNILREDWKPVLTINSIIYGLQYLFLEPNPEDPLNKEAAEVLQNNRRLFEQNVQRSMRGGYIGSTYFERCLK
Target sequence (Q13564 whole entry, looked up): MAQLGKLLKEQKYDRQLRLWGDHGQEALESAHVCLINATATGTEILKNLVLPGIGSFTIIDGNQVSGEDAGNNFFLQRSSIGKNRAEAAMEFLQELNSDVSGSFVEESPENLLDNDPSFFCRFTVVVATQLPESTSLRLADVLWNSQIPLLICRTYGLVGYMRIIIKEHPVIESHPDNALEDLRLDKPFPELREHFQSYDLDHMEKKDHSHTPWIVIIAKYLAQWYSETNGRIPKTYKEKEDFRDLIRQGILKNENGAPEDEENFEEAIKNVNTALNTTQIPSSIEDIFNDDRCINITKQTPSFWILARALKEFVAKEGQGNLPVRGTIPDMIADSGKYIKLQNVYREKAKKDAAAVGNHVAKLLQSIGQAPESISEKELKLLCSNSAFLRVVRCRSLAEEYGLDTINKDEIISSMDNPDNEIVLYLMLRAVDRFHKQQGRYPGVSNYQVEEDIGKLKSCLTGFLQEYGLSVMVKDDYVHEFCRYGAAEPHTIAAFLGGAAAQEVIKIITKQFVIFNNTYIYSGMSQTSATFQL
TbMetRS inhib: T. brucei MetRS inhibitors, primary screen, biochemical, luminescence; methionyl-tRNA synthetase (Trypanosoma brucei brucei); purified T. brucei MetRS, ATP depletion, Kinase-Glo luminescence; inhibition, % at 11.9 µM; actives 0.4% (n = 360,000); AID 624268, 2012;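 active means inhibition above a per-plate cutoff of the control wells' mean inhibition plus 3 SD, cut at about 5.5% in these data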;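 further: 0% = DMSO wells median and 100% = median of wells with control inhibitor compound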
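Dosing: 11.9 µM compound single dose, 0.9% DMSO; Assay system: purified T. brucei MetRS enzyme; Measured by: Kinase-Glo luciferase luminescence reporting remaining unconsumed ATP; Schedule: 15 min plus 2 h at 25 °C.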
SUMO1-SIM PPI: modulators of SUMO1 protein-protein interactions, primary screen, biochemical, uHTS | Small ubiquitin-related modifier 1 (Homo sapiens), P63165 | SUMO1 binding to a labelled peptide, TR-FRET, 1 h | inhibition, % at 20 µM | actives 0.33% (n = 360,000); in the data active means inhibition above about 37%
Target sequence (P63165 whole entry, looked up): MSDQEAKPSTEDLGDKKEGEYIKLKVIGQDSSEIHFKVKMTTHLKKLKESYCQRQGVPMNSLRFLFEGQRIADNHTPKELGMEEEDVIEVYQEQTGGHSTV
LMPTP block: LMPTP phosphatase inhibitors, primary screen, biochemical, fluorescence intensity, uHTS | recombinant LMPTP-A, OMFP fluorogenic substrate | actives 0.22% (n = 360,000) | inhibition, % at 20 µM | Low molecular weight phosphotyrosine protein phosphatase (Homo sapiens), P24666;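 active means compounds that cut the enzyme signal by at least half of the control window in the single-dose screen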;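 further: plate controls were DMSO wells with enzyme plus substrate for no effect and substrate without enzyme for full effect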
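Test system – LMPTP-A enzyme · Amount – LMPTP-A at 0.625 nM final in the reaction · Buffer or medium – Bis-Tris pH 6.0, DTT, detergent · Reagent – OMFP 400 µM · Doses – single 20 µM dose · Schedule – reaction 50 min, room temperature, dark · Detection – fluorescence intensity of OMFP turnover product · Evaluation – percent inhibition versus substrate-only and uninhibited controls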
CendR NRP1 mod: modulators of CendR peptide binding to NRP-1, primary screen, biochemical, fluorescence polarization, uHTS; Neuropilin-1 (Homo sapiens), O14786; FAM-RPARPAR peptide binding to NRP-1; inhibition, % at 25 µM; actives 0.85% (n = 360,000);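 active means inhibition or corrected inhibition above about 18%, plus a signal ratio from 0.5 to 1.5, limit read from the data, passing the limit was not always enough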; further: strong numbers were not always called active
STEP block: STEP phosphatase inhibitors, primary screen, biochemical, fluorescence intensity, uHTS; Tyrosine-protein phosphatase non-receptor type 5 (Homo sapiens), P54829; AID 588621, 2011; recombinant STEP, OMFP fluorogenic substrate; inhibition, % at 20 µM; actives 0.25% (n = 360,000);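 active means inhibition at 20 µM, scaled per plate between control wells, above about 37%, limit read from the data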;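 further: 0% = DMSO with enzyme and substrate and 100% = substrate only without enzyme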
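medium = Bis-Tris buffer pH 6.0, 2.5 mM DTT, 0.005% Tween 20 | test system = STEP (striatal-enriched tyrosine phosphatase) enzyme, cell-free | measure = normalized % inhibition | compound dosing = 20 µM, 1% DMSO | also added = 25 µM OMFP | schedule = reaction 20 min, ambient temperature | measured by = fluorescence read at 480 nm ex / 540 nm em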
SKN-1 block: suppressors of acrylamide-induced Pgst-4::GFP reporter in worms, primary screen, SKN-1 inhibitor project, whole organism, uHTS, GFP/RFP fluorescence ratio, strain VP596; C. elegans VP596 Pgst-4::GFP/RFP ratio, 24 h; inhibition, % at 21.8 µM; actives 0.49% (n = 360,000);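 active means interference check ratio from 0.5 to 1.5 plus GFP to RFP signal ratio inhibition reaching or exceeding a fixed threshold, cut at about 30% in these data, passing the limit was not always enough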; further: some compounds called inactive have numbers as strong as hits
Scp-1 inhibitor: Scp-1 phosphatase inhibitors, primary screen, biochemical, colorimetric, uHTS. Recombinant Scp1, phosphopeptide, malachite green phosphate absorbance. inhibition, % at 20 µM. actives 0.88% (n = 340,000);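 active means inhibition above about 50% at 20 µM, limit read from the data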;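 further: plate controls were DMSO wells with enzyme for no effect and wells lacking enzyme for full effect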
Target sequence (Q9GZU7 76-261 limits assumed): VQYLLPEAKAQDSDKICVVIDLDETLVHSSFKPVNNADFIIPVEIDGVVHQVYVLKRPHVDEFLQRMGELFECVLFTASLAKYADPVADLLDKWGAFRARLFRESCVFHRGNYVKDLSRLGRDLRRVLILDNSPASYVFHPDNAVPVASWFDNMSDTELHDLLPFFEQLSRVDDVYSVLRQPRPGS
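Assay system: SCP-1 catalytic fragment, aa 76-261 | Buffer or medium: Tris acetate buffer pH 5.5 with MgCl2 and Tween-20 | Compound: One concentration, 20 µM, with 1.0% DMSO | Also added: Phospho 17-mer peptide substrate | Signal: Absorbance at 630 nm | Incubation: 45 min enzyme reaction at room temperature | Measure: % inhibition of SCP-1 phosphate liberation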
The depositor's hits bear a star; i = inactive; · = no result given.

Screens by letter: A = DNMT1 block; B = NadD block; C = Neddylation inh; D = TbMetRS inhib; E = SUMO1-SIM PPI; F = LMPTP block; G = CendR NRP1 mod; H = STEP block; I = SKN-1 block; J = Scp-1 inhibitor
CCC(CO)N=CC1=C(O)CC(C)(C)CC1=O (stereo unspecified)
  A: 4; B: -2; C: i; D: -1.6; E: 1; F: 0.7; G: 7; H: 2; I: -21; J: 4

Cn1cccc1/C=C1\CCc2ccccc2C1=O
  A: 1; B: -4; C: i; D: -1.6; E: -24; F: 2.4; G: 4; H: 3; I: 10; J: -4

O=C1C(=O)N(CCN2CCOCC2)C(c2ccccc2F)/C1=C(\O)c1ccc(S(=O)(=O)N2CCOCC2)cc1 (stereo unspecified)
  A: -3; B: -2; C: i; D: -0.5; E: -17; F: -1.5; G: -9; H: -4; I: 1; J: -2

CCOc1ccc(C2C3=C(CC(C)(C)CC3=O)N(CCCOC)C3=C2C(=O)CC(C)(C)C3)cc1OC
  A: -1; B: 4; C: i; D: -0.1; E: -1; F: -1.8; G: 9; H: -2; I: 15; J: ·

CC1=NNC(=O)C1C(c1cccc(O)c1)C(C#N)C#N (stereo unspecified)
  A: -4; B: -2; C: i; D: 0.2; E: 5; F: -1.4; G: 4; H: -1; I: 6; J: 1

CN(C)c1ccc(C(=O)OCC(=O)N2CCCC2)cc1
  A: -1; B: -4; C: i; D: 0.2; E: 10; F: 0.6; G: 11; H: -2; I: 12; J: -2

CCN(Cc1ccccc1)Cc1nc(CCc2ccccc2)no1
  A: 2; B: -8; C: i; D: -0.1; E: -2; F: 1.6; G: 6; H: 0; I: 11; J: 0

Cc1cc2[nH]c(=O)c(=O)[nH]c2cc1S(=O)(=O)NC1CCC(C)CC1 (stereo unspecified)
  A: -1; B: -2; C: ·; D: -0.4; E: 3; F: -0.5; G: -2; H: 7; I: -5; J: 3

CC1=C(C(=O)NCCN2CCOCC2)C2(CCC(C)CC2)OC1=O (stereo unspecified)
  A: 4; B: 0; C: i; D: 0.1; E: -3; F: -1.6; G: 2; H: 2; I: 30; J: -9

O=C(Cn1ncc2c1-c1ccccc1OC2)N(Cc1ccco1)C1CCCCC1
  A: 3; B: 1; C: i; D: 0.3; E: 5; F: -0.8; G: -10; H: 0; I: 8; J: -19

4 entries from above, ordered by count of non-hydrogen atoms, high to low.
Screens by letter: A = DNMT1 block; B = NadD block; C = Neddylation inh; D = TbMetRS inhib; E = SUMO1-SIM PPI; F = LMPTP block; G = CendR NRP1 mod; H = STEP block; I = SKN-1 block; J = Scp-1 inhibitor
CCOc1ccc(C2C3=C(CC(C)(C)CC3=O)N(CCCOC)C3=C2C(=O)CC(C)(C)C3)cc1OC
  A: -1; B: 4; C: i; D: -0.1; E: -1; F: -1.8; G: 9; H: -2; I: 15; J: ·

CCN(Cc1ccccc1)Cc1nc(CCc2ccccc2)no1
  A: 2; B: -8; C: i; D: -0.1; E: -2; F: 1.6; G: 6; H: 0; I: 11; J: 0

CC1=NNC(=O)C1C(c1cccc(O)c1)C(C#N)C#N (stereo unspecified)
  A: -4; B: -2; C: i; D: 0.2; E: 5; F: -1.4; G: 4; H: -1; I: 6; J: 1

CCC(CO)N=CC1=C(O)CC(C)(C)CC1=O (stereo unspecified)
  A: 4; B: -2; C: i; D: -1.6; E: 1; F: 0.7; G: 7; H: 2; I: -21; J: 4

The listing picks up with the two entries that preceded the break.
Screens by letter: A = DNMT1 block; B = NadD block; C = Neddylation inh; D = TbMetRS inhib; E = SUMO1-SIM PPI; F = LMPTP block; G = CendR NRP1 mod; H = STEP block; I = SKN-1 block; J = Scp-1 inhibitor
CC1=C(C(=O)NCCN2CCOCC2)C2(CCC(C)CC2)OC1=O (stereo unspecified)
  A: 4; B: 0; C: i; D: 0.1; E: -3; F: -1.6; G: 2; H: 2; I: 30; J: -9

O=C(Cn1ncc2c1-c1ccccc1OC2)N(Cc1ccco1)C1CCCCC1
  A: 3; B: 1; C: i; D: 0.3; E: 5; F: -0.8; G: -10; H: 0; I: 8; J: -19

Cc1ccc(N(CC(=O)NCCSCc2ccco2)S(=O)(=O)c2ccc(C)cc2)cc1
  A: 2; B: -7; C: i; D: 0.6; E: 4; F: 1.4; G: 8; H: -1; I: 23; J: -14

CC(Oc1ccccc1)C(=O)N1CCN(c2ncccn2)CC1 (stereo unspecified)
  A: 9; B: 4; C: i; D: -0.6; E: -3; F: -0.5; G: -1; H: -3; I: 4; J: -6

COC(=O)c1ccc(NC(=O)Nc2ccc(OC)c(OC)c2)cc1
  A: -1; B: 0; C: i; D: -0.6; E: 3; F: -0.5; G: 0; H: 3; I: -14; J: -1

COc1ccc(S(=O)(=O)N2CCN(C(=O)CCOc3ccccc3)CC2)cc1OC
  A: 1; B: -6; C: i; D: -0.2; E: 1; F: 0.9; G: -4; H: -1; I: 1; J: -5

CCc1nnc(NC(=O)c2ccc(N(C)S(=O)(=O)c3ccccc3)cc2)s1
  A: 1; B: 6; C: i; D: -0.3; E: 4; F: 0.1; G: -4; H: 1; I: 8; J: 3

CCCCCCCCN1CC(Cc2cc3ccccc3c3ccccc23)N(c2ccccc2)c2ccccc2C1=O (stereo unspecified)
  A: ·; B: ·; C: ·; D: -0.5; E: -3; F: 9.5; G: 19; H: ·; I: -2; J: ·

Cc1ccccc1-c1nc(NC(C)C)nc2ccsc12
  A: 8; B: 6; C: ·; D: 0.0; E: -1; F: 2.0; G: 0; H: 0; I: -11; J: ·

O=C(O)c1ccc(/C=N/Nc2ccc(F)cc2F)cc1
  A: -2; B: 2; C: i; D: -1.1; E: -12; F: -1.6; G: -6; H: 4; I: 6; J: -5

Cc1ccc(-c2c3c(=O)n(C)c(=O)n(C)c3cn2Cc2cccnc2)cc1
  A: 1; B: 0; C: i; D: -0.3; E: -4; F: -2.4; G: -4; H: -2; I: -3; J: -11

Cn1cc([N+](=O)[O-])c(C(=O)Nc2ccc3nc(-c4ccccc4)[nH]c3c2)n1
  A: -10; B: 6; C: i; D: 0.8; E: -10; F: 2.2; G: -16; H: 0; I: 10; J: -2

(cont.)
Screens by letter: A = DNMT1 block; B = NadD block; C = Neddylation inh; D = TbMetRS inhib; E = SUMO1-SIM PPI; F = LMPTP block; G = CendR NRP1 mod; H = STEP block; I = SKN-1 block; J = Scp-1 inhibitor
Nn1c(SCC(=O)NC2CCCCC2)nnc1-c1ccccc1
  A: 1; B: 7; C: i; D: -0.7; E: 0; F: -1.7; G: -2; H: 3; I: -10; J: -4

O=C(NCC(=O)N1CCC(Cc2ccccc2)CC1)c1ccc(Cl)cc1
  A: 1; B: -6; C: i; D: 0.8; E: 2; F: 0.8; G: 7; H: 1; I: 17; J: -10

CCOc1ccc(S(=O)(=O)NCCC(=O)NCCOc2ccccc2OC)cc1
  A: 1; B: -1; C: i; D: -0.5; E: -2; F: -1.7; G: -7; H: 0; I: 16; J: 1

COc1ccc(C/C(O)=C(\C#N)c2nc3ccccc3s2)cc1
  A: -4; B: 1; C: ·; D: 0.3; E: 2; F: -0.3; G: -2; H: 2; I: 3; J: -3

Cc1cccc(OCC(=O)Nc2ccc(S(=O)(=O)N3CCCC3)cc2)c1
  A: -10; B: -1; C: i; D: -0.4; E: 1; F: 1.3; G: 2; H: 1; I: 8; J: -9

CCCn1c(N)c(C(=O)CSc2nc3ncc(Cl)cc3[nH]2)c(=O)n(C)c1=O
  A: 22; B: 6; C: i; D: 0.1; E: 14; F: 20; G: -22; H: 14; I: 5; J: 18

CCCCn1c(N)c(N(CC)C(=O)c2cccc(OC)c2)c(=O)[nH]c1=O
  A: 5; B: -5; C: i; D: -0.3; E: -2; F: -0.9; G: -5; H: -1; I: -1; J: 1

O=C(NN=C1CCCCCCCCCCC1)c1cccnc1
  A: 2; B: -4; C: i; D: 0.5; E: 1; F: -0.7; G: 16; H: -1; I: 5; J: -14

O=C(c1cc(-c2cccnc2)nc2ccccc12)N1CCCc2ccccc21
  A: 0; B: -4; C: i; D: -0.1; E: -3; F: -1.6; G: 6; H: -1; I: 11; J: 1

CCOC(=O)c1nc(-c2ccc(OC)c(OC)c2)no1
  A: 0; B: -3; C: i; D: -0.5; E: 1; F: -0.4; G: 1; H: 1; I: -14; J: -9

Other records
Screens by letter: A = DNMT1 block; B = NadD block; C = Neddylation inh; D = TbMetRS inhib; E = SUMO1-SIM PPI; F = LMPTP block; G = CendR NRP1 mod; H = STEP block; I = SKN-1 block; J = Scp-1 inhibitor
CC(NS(=O)(=O)c1ccc2c(c1)OCCCO2)C(=O)O (stereo unspecified)
  A: 2; B: 1; C: i; D: 0.4; E: 2; F: -2.2; G: 0; H: -3; I: -13; J: 4

Cn1cccc1CC(=O)N/N=C\c1c2ccccc2cc2ccccc12
  A: 19; B: 29; C: ·; D: -1.1; E: -8; F: 2.7; G: -11; H: 2; I: 0; J: -4

O=C(Nc1ccc(S(=O)(=O)N2CCOCC2)cc1)c1ccco1
  A: 3; B: -5; C: i; D: -0.2; E: -1; F: -1.3; G: -1; H: -3; I: 13; J: -12

CC(=O)Nc1ccc(S(=O)(=O)N(CC(=O)Nc2cc(C)on2)Cc2ccc(F)cc2)cc1
  A: -2; B: -4; C: i; D: -0.7; E: -7; F: -0.6; G: -8; H: -4; I: 3; J: -4

CC(=O)C1=C(O)C(=O)N(c2nccs2)C1c1ccccc1 (stereo unspecified)
  A: 5; B: -4; C: i; D: -0.7; E: -10; F: -2.6; G: -16; H: -1; I: 2; J: -2
